hIAP block: human IAP inhibition | purified IAP, CDP-Star luminescence, 30 min | P09923 | inhibition, % at 10 µM | 0.12% of 330,000 active | AID 2544;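 active = inhibition reaching a set limit with compound at 10 µM in the primary screen, cut at about 35% in these data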;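 also: plate controls were DMSO wells with enzyme for no effect and no-enzyme buffer wells for full effect; values of inactives mirror those of a sister screen read the other way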
Target sequence (P09923 whole entry, looked up): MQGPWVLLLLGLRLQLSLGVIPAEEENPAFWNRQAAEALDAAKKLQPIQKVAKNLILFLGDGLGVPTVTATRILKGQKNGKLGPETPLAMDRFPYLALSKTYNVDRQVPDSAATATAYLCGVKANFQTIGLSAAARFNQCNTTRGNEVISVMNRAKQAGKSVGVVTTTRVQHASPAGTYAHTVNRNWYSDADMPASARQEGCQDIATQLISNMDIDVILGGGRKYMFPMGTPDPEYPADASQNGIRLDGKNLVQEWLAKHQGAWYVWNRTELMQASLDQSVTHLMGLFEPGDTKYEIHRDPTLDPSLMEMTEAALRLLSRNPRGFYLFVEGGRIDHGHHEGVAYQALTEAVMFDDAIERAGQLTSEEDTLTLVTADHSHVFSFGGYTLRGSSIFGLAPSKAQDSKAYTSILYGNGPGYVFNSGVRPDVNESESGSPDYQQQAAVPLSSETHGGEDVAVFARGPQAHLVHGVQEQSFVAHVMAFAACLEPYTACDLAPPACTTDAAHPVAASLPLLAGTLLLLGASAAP
mIAP act: mouse IAP activation. muIAP, CDP-Star luminescence, 30 min; stronger effect = higher value; 1 = vehicle-only enzyme signal, 0 = enzyme-free wells. activation factor at 10 µM. 0.24% of 330,000 active;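 active = activation factor of at least 2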; also: the source names both 10 and 20 µM as test concentration; values of inactives mirror those of a sister screen read the other way
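Assay system: mouse IAP enzyme; reagent: chemiluminescent substrate CDP-Star; dosing: test compounds delivered from DMSO solution; schedule: 30 min at room temperature; measured by: luminescence from enzymatic CDP-Star hydrolysis; controls: DMSO-only wells and no-enzyme negative control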
mIAP inh: mouse IAP inhibition | 0.2% of 330,000 active | AID 2806 | purified mouse IAP, CDP-Star luminescence, 30 min | inhibition, % at 10 µM;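 active = inhibition of at least 40% at 10 µM in the primary screen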;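 also: plate controls were DMSO with enzyme for no effect and no enzyme wells for full effect; values of inactives mirror those of a sister screen read the other way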
MIN6 prolif: induces beta-cell replication in MIN6 cells; MIN6 cells proliferation, ATPlite luminescence, 48 h; cells starved in 0.2% serum; 100% = growth in 10% serum; 0.29% of 330,000 active; proliferation, % at 10 µM;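 active = compounds whose signal lies at least 3.5 SD above the mean of all wells on their plate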;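 also: 0% = DMSO-treated cells in low-serum medium and 100% = 10% serum control; some compounds called inactive have numbers as strong as hits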
tim10-1 inh: tim10-1 yeast growth inhibition | inhibition, % at 20 µM | 2.2% of 330,000 active | AID 463190 | S. cerevisiae tim10-1 ts strain growth, BacTiter-Glo, 24 h;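 active = inhibition of at least 40%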;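 also: mutant grown at 25 °C; 0% = DMSO wells with yeast and 100% = wells holding no yeast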
A3A deaminase: blocks human APOBEC3A ssDNA deamination | 0.41% of 330,000 active | P31941 | recombinant A3A, FAM/TAMRA ssDNA deamination fluorescence | inhibition, % at 20 µM;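 active = at least 40% inhibition at 20 µM here, with at most 30% in a related deaminase screen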;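 also: plate controls were A3A with DMSO for no effect and wells lacking A3A enzyme for full effect; some results filed as inactive read as strong as hits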
Target sequence (P31941 whole entry, looked up): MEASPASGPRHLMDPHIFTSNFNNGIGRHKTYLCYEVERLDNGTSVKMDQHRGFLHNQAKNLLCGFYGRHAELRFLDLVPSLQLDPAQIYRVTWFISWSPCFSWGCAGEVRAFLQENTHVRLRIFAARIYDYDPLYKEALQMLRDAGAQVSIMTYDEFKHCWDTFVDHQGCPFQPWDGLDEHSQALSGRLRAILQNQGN
NLRP3 yeast inh: NALP3 inhibition in yeast | Yeast reconstituted NLRP3/ASC/caspase-1, beta-gal luminescence, 24 h | inhibition, % at 10 µM | 0.39% of 330,000 active | AID 2825;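 active = inhibition of 50% or more; inactive = inhibition below 50%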;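 also: plate controls were induced DMSO wells for no effect and uninduced yeast grown without galactose for full effect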
APOBEC3G inh: blocks human APOBEC3G single-stranded DNA deamination; Q9HC16; recombinant A3G, ssDNA deamination FAM/TAMRA fluorescence; inhibition, % at 20 µM; 0.28% of 330,000 active; AID 493012;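 active = inhibition of at least 40% at 20 µM, with no more than 30% in the related APOBEC3A deaminase screen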;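 also: plate controls were DMSO wells with A3G for no effect and wells lacking A3G enzyme for full effect; some compounds called inactive have numbers as strong as hits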
Target sequence (Q9HC16 whole entry, looked up): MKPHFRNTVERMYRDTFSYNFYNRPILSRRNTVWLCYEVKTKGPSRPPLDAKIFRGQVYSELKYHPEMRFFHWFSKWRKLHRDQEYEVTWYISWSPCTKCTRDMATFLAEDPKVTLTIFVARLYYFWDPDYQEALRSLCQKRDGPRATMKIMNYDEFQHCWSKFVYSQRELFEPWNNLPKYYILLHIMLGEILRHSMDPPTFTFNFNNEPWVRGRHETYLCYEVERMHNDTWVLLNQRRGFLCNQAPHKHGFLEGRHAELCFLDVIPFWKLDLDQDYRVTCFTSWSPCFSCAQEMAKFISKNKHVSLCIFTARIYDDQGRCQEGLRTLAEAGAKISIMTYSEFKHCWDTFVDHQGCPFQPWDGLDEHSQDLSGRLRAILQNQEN
TIM10 inh: inhibits growth of TIM10 yeast strain; AID 463195; 1.4% of 330,000 active; inhibition, % at 10 µM; S. cerevisiae TIM10 strain growth, BacTiter-Glo luminescence, 24 h;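 active = inhibition of 40% or more at the single tested concentration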;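 also: wild-type TIM10 isogenic control strain grown at permissive 25 °C; 0% = DMSO yeast wells and 100% = minimal medium wells without yeast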
Numbers without * were called inactive; x = not tested or not shown. Compounds as they come; about 4.6% have a hit in one of these screens.

SMILES	hIAP block	mIAP act	mIAP inh	MIN6 prolif	tim10-1 inh	A3A deaminase	NLRP3 yeast inh	APOBEC3G inh	TIM10 inh
CCN(CC)CCn1c(NC(=O)c2ccc(C(F)(F)F)cc2)nc2ccccc21	-8	0.92	8	0	23	1	15	-7	13
NS(=O)(=O)Cc1noc2ccccc12	-20	0.94	6	-4	4	-2	-4	-7	-3
CC1(C)CC(=O)C=C(C(=O)NC2CCCc3c2cnn3-c2cc(F)cc(F)c2)O1 (stereo not drawn)	-14	1.1	-6	-2	3	0	22	-10	2
CCOc1cc(/C=N/NS(=O)(=O)c2ccc(OC)cc2)ccc1OCCN1CCOCC1	10	0.88	12	0	-1	1	17	2	5
CCCCCCSc1ccc([C@H]2N[C@@](Cc3ccccc3)(C(=O)OC)[C@H]3C(=O)N(C)C(=O)[C@@H]23)cc1	-2	0.93	7	-8	19	-3	12	-3	26
Nn1c(SCC(=O)N2CCN(S(=O)(=O)c3ccc(Cl)cc3)CC2)nnc1-c1cccs1	-18	1	0	-2	12	1	-16	-8	0
CC(C)(C)SCCNC(=O)CSc1ccccc1	11	0.97	3	-1	10	1	12	-4	5
CSc1ccc(Cl)c(C(=O)OCC(=O)N2CCN(C(=O)c3ccco3)CC2)c1	-12	1	-4	-5	15	0	14	11	17
CCOC(=O)C1=CN(C)C=C(C(=O)OCC)C1c1ccsc1	21	0.88	12	4	17	-1	4	-3	7
COc1ccc(S(=O)(=O)Cc2ccc(C(=O)N3CCN(c4ccccc4)CC3)o2)cc1	9	0.97	3	0	20	-4	3	-4	14
CCOC(=O)c1cccc(NC(=O)C2CCCN(S(=O)(=O)c3c(C)nn(C)c3C)C2)c1 (stereo not drawn)	-8	1	-4	-1	13	5	-4	1	5
COCc1ccc(C(=O)NC2CCCc3c2cnn3-c2ccc(C)c(C)c2)o1 (stereo not drawn)	10	1	-2	0	29	-3	6	-8	17
COc1ccc(C/C(N)=N/OC(=O)Cc2ccc(OC)c(OC)c2)cc1	22	0.96	4	-1	13	3	23	11	12
O=[N+]([O-])c1ccccc1/C=N\Nc1nccs1	10	0.82	18	1	15	-7	17	2	17
Cc1nnc(Nc2ccccc2F)s1	13	0.99	1	0	-5	-3	15	-5	21
CCCCCn1cnc2c(sc3nc4c(cc32)CSC(C)(C)C4)c1=O	3	0.98	2	0	20	0	24	0	36
Cc1nnc(SCC(=O)Nc2cc(-c3cc(C)c(C)cc3C)nn2-c2ccccc2)s1	34	1	-3	-3	24	-1	-1	-4	6
Cc1ccc(C)c(-c2nnc(NC(=O)Cc3ccc(F)cc3)o2)c1	-5	1	0	-3	-7	2	9	1	-13
CCOCCn1c(SCCCc2ccccc2)nc2c1c(=O)[nH]c(=O)n2C	2	1	-3	4	23	-1	4	-2	21
CN1C(=O)c2ccc(NC(=O)c3c(F)c(F)c(F)c(F)c3F)cc2C1=O	-2	0.97	3	-2	16	1	-15	-2	-2
O=S(=O)(NCCC1=CCCCC1)c1ccccc1Br	-19	0.96	4	-3	17	-5	19	-5	13
O=C(NC1CCCCCC1)c1ccco1	17	1.1	-6	-3	-1	0	12	0	-13
COC(=O)c1sccc1NC(=O)Cc1ccc(OC)cc1	10	0.94	6	0	-5	-3	50	-9	-18
C/C(=N\N=C\c1ccccc1F)c1nnn(-c2nonc2N)c1C	24	0.93	7	0	11	-2	14	-3	18
O=C(COC(=O)C1CCN(C(=O)Nc2ccccc2)CC1)NCC(F)(F)F	12	0.97	3	0	3	2	-1	-6	-4
CC1(C)CC(C2N3CC4(C)CN2CC(C)(C3)C4=O)CCO1 (stereo not drawn)	-1	1.1	-5	-2	9	-4	7	-11	10
C[C@H]1CN([C@@H](C)CO)C(=O)c2cc(NC(=O)C3CCCCC3)ccc2O[C@H]1CN(C)Cc1ccc(-c2ccccc2)cc1	-2	1.1	-11	-6	-2	-3	14	-5	0
O=C(Nc1nc2ccccc2[nH]1)c1cc2ccccc2o1	-52	0.9	10	-6	-28	11	44	-2	-5
O=C(O)Cc1ccc(N=Cc2c(O)ccc3ccccc23)cc1	-5	1	-4	1	-9	-2	3	10	20
CSc1ccccc1C(=O)Nc1cc(C)cc(C)c1	-6	1	0	-3	-7	2	35	2	21
CN(C(=O)CSc1nnc(Cc2cccc3ccccc23)n1N)C1CCS(=O)(=O)C1 (stereo not drawn)	-1	0.91	9	3	10	-2	21	7	2
COC(=O)C1=C(C)Nc2nnnn2C1c1ccc(Cl)cc1Cl (stereo not drawn)	-9	0.99	1	0	26	-5	-11	-6	10
COc1ccc(OC)c(-c2csc(NC(=O)COC(=O)C3CC3)n2)c1	-3	0.93	7	-1	-13	-1	21	-6	-5
COc1ccc(CNc2nc(-c3ccccc3)nc3ccccc23)cc1OC	1	1.1	-7	-6	15	1	32	-4	6
Cc1cc(C)cc(-n2ncc3c2CCCC3NC(=O)c2ccccc2N2CCOCC2)c1 (stereo not drawn)	11	1.1	-8	-1	9	-1	15	-4	9
CC(=O)COc1cc2c(-c3cc4ccccc4o3)cc(=O)oc2cc1C	13	0.99	1	2	-15	6	8	2	4
NC(=O)c1csc(-c2ccncc2)n1	-15	1.1	-9	-2	11	1	-1	-1	2
COCCn1c(SCC(=O)Nc2ccc(S(=O)(=O)N(C)C)cc2)nc2ccccc21	-6	0.89	12	-3	15	1	-3	-4	9
CC1CCCCN1C(=O)c1cnn2c(C(F)(F)F)cc(-c3ccco3)nc12 (stereo not drawn)	17	1	-1	2	-19	-5	22	-5	-4
CCC(c1nnnn1Cc1ccccc1)N1CCN(c2ccccc2)CC1 (stereo not drawn)	-9	1.1	-13	-1	41*	-8	-10	-14	1
CC1CN(C(=O)c2cccn(Cc3c(Cl)cccc3Cl)c2=O)CC(C)O1 (stereo not drawn)	-8	1	0	4	2	3	11	-4	-1
CCOc1ccc(/C=C/C(=O)c2c(O)c3ccccc3oc2=O)cc1	9	1.1	-7	-6	5	-1	26	-6	13
O=C(O)C(C(O)c1ccc([N+](=O)[O-])cc1)[n+]1ccccc1 (stereo not drawn)	-12	1	-3	-3	-3	-5	6	-16	9
Cc1nc(NC(=O)/C=C/c2ccccc2)sc1C(=O)N(C)C	3	1	-1	-2	11	-5	1	-14	4
COC(=O)[C@@]1(Cc2ccccc2)[C@H]2c3cc(C(=O)N4CCCC4)n(Cc4ccsc4Br)c3C[C@H]2CN1C(=O)c1ccccc1	5	1	-4	-9	-4	-3	3	-15	9
CC(=O)N(C1=C(Cl)C(=O)c2ccccc2C1=O)C1CCCCC1	11	1	-4	-4	21	5	18	83*	36
Nc1ccc(Nc2ccccc2)cc1	19	0.82	18	0	-8	1	36	3	-5
O=C(COc1ccc(Cl)cc1Br)N1CCN(c2ncccn2)CC1	8	1	-2	5	30	0	29	0	15
CC(=O)c1cccc(S(=O)(=O)NC2CC2)c1	6	0.92	8	0	18	-5	-4	-9	-4
CCCn1nc(NS(=O)(=O)c2ccccc2[N+](=O)[O-])c2cc3ccccc3nc21	-21	0.85	15	-3	18	-2	11	-2	2
CCOC(=O)C1=C(NC(=S)NC(=O)c2ccccc2)c2ccccc2CC1(C)CC (stereo not drawn)	0	0.81	19	-5	29	1	-2	-2	29
COc1ccc(N2CCN(C(=O)CCCn3c(=O)c4cccn4c4cccnc43)CC2)cc1	7	1	-3	0	13	-2	-1	1	3
COc1ccc(CN(CCC(C)C)S(=O)(=O)c2ccccc2Br)cc1	x	1	-9	x	21	1	x	-3	-21
O=C1CCC(C(=O)N2CCSCC2)CN1Cc1cccc(C(F)(F)F)c1 (stereo not drawn)	-18	0.99	1	-2	-2	0	11	-3	0
CC(C)CC(CC(C)C)=NNC(=O)c1ccc(CSc2nncn2C)cc1	-15	0.94	6	-1	6	4	1	-3	1
COc1ccc(C(=O)N2CCC(C(=O)N3CCN(c4ccc(OC)cc4)CC3)CC2)cc1	-10	1	-3	1	1	-1	13	-2	5
COc1ccc(S(=O)(=O)N2CCOC23CCN(C(=O)c2c(F)cccc2Cl)CC3)cc1	-12	0.99	1	1	25	-5	27	-5	12
CCCc1cc(C(=O)Nc2cc(Cl)ccc2O)no1	0	0.91	9	-1	-13	-1	42	-5	0
C[C@]12C=CC(=O)C=C1CCC1C3CC[C@](O)(C(=O)CO)[C@@]3(C)CC3OC312 (stereo partly drawn)	-4	1	-1	-1	5	-1	2	-12	-25
CCn1cc(/C=C(\NC(=O)c2ccc(OC)c(OC)c2)C(=O)NCCCN2CCOCC2)c2ccccc21	-5	1	-2	-3	-7	-1	0	-3	4
New compounds follow.
SMILES	hIAP block	mIAP act	mIAP inh	MIN6 prolif	tim10-1 inh	A3A deaminase	NLRP3 yeast inh	APOBEC3G inh	TIM10 inh
CC/C(=N\NC(=O)c1cccnc1)c1ccc2c(c1)OCCO2	4	0.99	1	3	-10	2	22	4	-8
Cc1ccc(S(=O)(=O)N(C)CC(=O)Nc2ccccc2)cc1	14	0.95	5	2	12	-1	27	-7	-2
O=C(c1cccc(NS(=O)(=O)c2cccc(C(F)(F)F)c2)c1)N1CCOCC1	20	0.99	1	-1	-1	8	10	-4	6
C=CCc1c(C)[nH]c(=O)[nH]c1=O	9	0.86	14	0	-2	-1	13	-10	10
O=C(c1cnc(-c2ccc(Cl)cc2)s1)c1ccc(Cl)cc1Cl	6	0.93	7	1	4	1	0	2	-11
C/C(=N\NC(=O)c1c(C)nc2ccccn12)c1ccco1	0	0.84	16	0	5	-1	6	-4	-14
Cc1ccccc1C(=O)N1CCN(c2ccc(NC(=O)c3cccs3)cc2)CC1	-4	0.99	1	3	9	-2	0	-9	17
Cn1c(=O)c2c(nc(CN3CCC(C(N)=O)CC3)n2CCCc2ccccc2)n(C)c1=O	15	0.82	18	-2	20	-13	2	-5	10
CC(C)[C@H](NC(=O)c1nn(Cc2ccccc2)c(=O)c2ccccc12)C(=O)O	-4	0.96	4	1	2	1	15	-12	-9
C[C@H]1CN=C(N(C)C)N1CCCCc1ccccc1	8	1.1	-10	1	-16	-1	13	-2	-2
CC1Cc2ccccc2N1C(=O)CN1CCC(C(N)=O)CC1 (stereo not drawn)	-5	1	0	-3	11	-1	-10	-3	1
Cc1c(C)c2ccc(OCC(=O)NC(Cc3c[nH]c4ccc(O)cc34)C(=O)O)c(C)c2oc1=O (stereo not drawn)	20	1	-2	0	8	3	5	15	-7
Cc1ccc(C(=O)/C=C/C(=O)c2ccc(C)cc2)cc1	17	1	-2	-6	32	-1	26	4	36
Cn1c(N)c(C(=O)COC(=O)COc2ccc(Br)cc2)c(=O)n(C)c1=O	-7	1	-2	-5	11	1	2	-7	-1
O=C1NN(c2ccccc2)C(=O)/C1=C\c1ccccc1	-16	0.91	9	3	-93	3	26	-3	-18
Brc1ccc(NCc2nnc3n2CCCCC3)cc1	-7	1.1	-7	0	25	-3	7	-5	10

Compound profiles (already shown).
Cc1ccc(S(=O)(=O)N(C)CC(=O)Nc2ccccc2)cc1 in the list: hIAP block: 14; mIAP act: 0.95; mIAP inh: 5; MIN6 prolif: 2; tim10-1 inh: 12; A3A deaminase: -1; NLRP3 yeast inh: 27; APOBEC3G inh: -7; TIM10 inh: -2
C/C(=N\NC(=O)c1c(C)nc2ccccn12)c1ccco1 in the list: hIAP block: 0; mIAP act: 0.84; mIAP inh: 16; MIN6 prolif: 0; tim10-1 inh: 5; A3A deaminase: -1; NLRP3 yeast inh: 6; APOBEC3G inh: -4; TIM10 inh: -14
Cn1c(N)c(C(=O)COC(=O)COc2ccc(Br)cc2)c(=O)n(C)c1=O in the list: hIAP block: -7; mIAP act: 1; mIAP inh: -2; MIN6 prolif: -5; tim10-1 inh: 11; A3A deaminase: 1; NLRP3 yeast inh: 2; APOBEC3G inh: -7; TIM10 inh: -1
